# Screens from PubChem BioAssay.
# WT yeast gro inh: growth inhibition of WT strain, primary screen, mitochondrial fusion inhibitor project, WT and mutant strains, chemical genetic | AID 1362, 2008 | inhibition, % at 10 µM | mitochondrial fusion phenotypic screen | 190,000 compounds, 2.1% hits; in the data active means inhibition above about 58%; tested in S. cerevisiae
# RSV CPE inhibition: RSV antiviral activity via CPE protection, HEp-2 cells, primary 10 µM value included (AID 2391). 310,000 compounds, 0.13% hits. HEp-2 cells, RSV-induced CPE inhibition; higher % means a stronger effect. CPE inhibition, % at 10 µM; hits with a dose series show IC50 in µM; in the data active means a potency from the dose series; inconclusive means CPE inhibition mostly from about 23% at the one dose, without a potency; inactive means the rest, 99 in 100 with CPE inhibition below about 21%; further: strong numbers were not always called active
# Salmonella PhoP GFP: inhibitors of PhoP regulon expression, primary screen, Salmonella Typhimurium, GFP reporter (AID 1863); S. Typhimurium PhoP-regulated promoter GFP reporter, 4 h; higher % means a stronger effect; one-dose inhibition, % at 50 µM; IC50 in µM for titrated hits; 300,000 compounds, 0.16% hits;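 active means inhibition over 29.93%, a cutoff 3 SD above the screen mean, later confirmed by dose response; inconclusive means inhibition over 29.93% but no dose response follow-up; inactive means inhibition at most 29.93% or unconfirmed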;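 further: 0% = low Mg2+ inducing control and 100% = high Mg2+ repressing control; strong numbers were not always called active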
# SV40 large T antigen: SV40 large T antigen inhibitors, biochemical (AID 1903). SV40 large T antigen ATPase/helicase inhibition assay; higher % means a stronger effect. inhibition, % at 20 µM, or IC50 in µM where a hit was titrated. 310,000 compounds, 0.39% hits; in the data active means a potency from the dose series; inconclusive means inhibition mostly from about 32% at the one dose, without a potency; inactive means the rest, 99 in 100 with inhibition below about 32%; further: strong numbers were not always called active
# T cell modulator: modulators of CD8 T cell-vesicle binding, primary screen, mouse 2C CD8+ T cells, flow cytometry; 2C CD8+ T cell-vesicle binding; hits give low values; calls only at 7 µM; 330,000 compounds, 0.068% hits; AID 2052, 2009;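 active means response, share of CD8 T cells binding vesicles, and their 90th percentile fluorescence all below set limits, cut at about 80% in these data, passing the limit was not always enough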
#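 Material: murine 2C transgenic CD8+ T lymphocytes / Also added: QL9-peptide-loaded Drosophila micro-vesicles bearing Ld, ICAM-1 and B7-1 / Schedule: binding step 1.5 h, 37 °C, antibody labelling 20 min, ice / Signal: flow cytometry, PE anti-B7-1 (FL2) versus Alexa647 anti-CD8 (FL8), PFA-fixed / Evaluation: percent CD8+ FL2 mean versus row control / Benchmarks: naked versus QL9-loaded vesicles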
# bCat nuc transl: modulators of beta-catenin nuclear translocation, primary screen, imaging, HeLa cells, immunofluorescence, high-content | nuclear translocation activity, % at 5 µM | 190,000 compounds, 0.3% hits | AID 1665, 2009;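 active means nuclear translocation activity above 50% at 5 µM, with a well cell count of 50 or more; inconclusive means wells under 50 cells across six images, flagged as toxic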;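 further: per-cell ratio of nuclear to cytoplasmic median beta-catenin stain intensity; plate controls were DMSO negative control for no effect and GSK-3 inhibitor IX positive control for full effect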
#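 System: HeLa cells, endogenous beta-catenin; compound dosing: 5 µM primary single dose, 0.1% DMSO, 0.02–20 µM confirmation series; incubation: 24 h compound exposure at 37°C, 5% CO2; signal: beta-catenin immunofluorescence imaging with DAPI; evaluation: % activation, nuclear-to-cytoplasmic median beta-catenin signal ratio per cell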
# Rac1 GTP hydrolysis: MgcRacGAP GTPase-activating activity inhibitors, confirmation, biochemical, ADP Hunter fluorescence. MgcRacGAP-stimulated Rac1 GTP hydrolysis, ADP Hunter fluorescence; higher % means a stronger effect; GST-tagged Rac1 F28L mutant substrate. one-dose inhibition, % at 30 µM; IC50 in µM for titrated hits. 340,000 compounds, 0.6% hits. AID 624330, 2012;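 active means first-screen hits whose inhibition reached a set limit at any dose in the follow-up dose series; inconclusive means inhibition above the set first-screen limit but never retested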;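 further: fluorescence reports GDP produced by GAP-driven GTP hydrolysis; strong numbers were not always called active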
# West Nile antiviral: West Nile virus antiviral activity, cell-based, CPE readout (AID 1621); West Nile virus-infected cells, CPE inhibition; higher % means a stronger effect; CPE inhibition, % at 10 µM; hits with a dose series show IC50 in µM; 290,000 compounds, 0.02% hits; in the data active means a potency from the dose series; inconclusive means CPE inhibition mostly from about 3.7% at the one dose, without a potency; inactive means the rest, 99 in 100 with CPE inhibition below about 2.2%; further: strong numbers were not always called active
# Myeloid diff MLP: induction of myeloid progenitor differentiation, primary screen, cell-based, flow cytometry, MLPCN library | ER-HoxA9 myeloid progenitors, lysozyme-GFP differentiation | calls only at 10 µM | 360,000 compounds, 1% hits | AID 624256, 2012;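 active means normalized GFP-positive differentiation at or above the plate's own cutoff, the solvent-only control mean plus 3 SD; inconclusive means no clear call, values can overlap the other calls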;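 further: cells exposed to compound for four days before flow analysis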
# WT yeast gro inh mutant strain: recorded beside WT yeast gro inh, whose call it bears; inhibition, %; mitochondrial fusion phenotypic screen, mutant strain inhibition
# bCat nuc transl cell count 5 µM: also measured in bCat nuc transl; calls as there; cell count; measured here: cell count, cytotoxicity flag
# T cell modulator vesicle-bound %: recorded beside T cell modulator, whose call it bears; double positive events, %; measured here: CD8+ vesicle-bound cell fraction;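 binding gate set so that unloaded-vesicle control wells show 10% double positive cells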
# Myeloid diff MLP GFP+ MAC1+ %: second read-out of Myeloid diff MLP, no call of its own (marks repeat the call); GFP+ MAC1+ double positive, %; measured here: differentiation confirmed by MAC1 staining
# * = called active by the depositor; i = inactive; u = inconclusive; x = not tested or not shown; + = active, no number.
SMILES,WT yeast gro inh,WT yeast gro inh mutant strain,RSV CPE inhibition,Salmonella PhoP GFP,SV40 large T antigen,T cell modulator,T cell modulator vesicle-bound %,bCat nuc transl,bCat nuc transl cell count 5 µM,Rac1 GTP hydrolysis,West Nile antiviral,Myeloid diff MLP,Myeloid diff MLP GFP+ MAC1+ %
CCOc1cc(C(=O)Nn2cnnc2)cc(OCC)c1OCC,-1.0,-2.1,0.3%,-6.8%,12.9%,i,16.9,-3.6,1040,6.6%,1.2%,i,0.6
COC(=O)c1[nH]c2ccc(C)cc2c1NS(=O)(=O)c1ccc(F)cc1,-1.3,-1.2,0.6%,13.3%,7.5%,i,57.4,-3.3,1063,9.4%,0.1%,i,0.6
CC(C(=O)C12CC3CC(CC(C3)C1)C2)N1CCOCC1 (centres undefined),x,x,0.0%,-5.4%,-3.0%,i,22.1,x,x,4.8%,-0.6%,i,0.2
C=CCn1c(O)c(C2=c3ccccc3=NC2=O)c2ccccc21,x,x,3.5%,12.1%,4.7%,i,56.7,x,x,14.7%,-2.5%,x,x
COc1ccc(-c2csc(Nc3ncccn3)n2)cc1C,x,x,1.4%,-1.9%,6.9%,i,52.5,x,x,6.8%,0.4%,i,0.4
CCOc1ccc(S(=O)(=O)NCCC(=O)N2CC=C(c3ccccc3)CC2)cc1,x,x,1.9%,x,x,i,23.3,x,x,-1.5%,x,i,1.5
COc1ccc(N2CCN(CCNC(=O)Nc3ccc(C)c(Cl)c3)CC2)cc1,x,x,3.5%,8.0%,10.2%,i,54.2,x,x,10.1%,-1.1%,i,0.5
O=C(NNS(=O)(=O)c1ccccc1)c1cccnc1,x,x,0.2%,-0.5%,32.0%,i,46.7,0.8,1350,7.5%,0.6%,i,0.5
Nc1nc(SCc2ccc(Br)cc2)[nH]c(=O)c1-c1ccccc1,21.9,-2.2,0.1%,-2.0%,24.2%,i,36.6,0.7,1196,5.2%,-1.8%,i,0.1
O=Cc1cccc(Oc2ccc([N+](=O)[O-])cc2[N+](=O)[O-])c1,-6.3,3.2,3.8%,-4.3%,3.2%,i,35.4,20.4,776,8.7%,-1.1%,i,0.3
O=C(COC(=O)c1ccc([N+](=O)[O-])o1)NC1CCS(=O)(=O)C1 (centres undefined),-9.7,-4.7,1.0%,-16.2%,15.1%,i,44.3,-3.7,1090,-2.3%,0.1%,i,1.2
CCS(=O)(=O)N1Cc2ccccc2CC1C(=O)Nc1ccc(NC(C)=O)cc1 (centres undefined),-8.7,12.6,0.5%,-7.7%,3.0%,i,19.2,-2.9,1244,1.9%,0.4%,i,0.8
CC(C)NCc1cc(Br)ccc1OCc1ccccc1,-0.2,16.1,-1.9%,-4.6%,15.4%,i,19.8,-3.5,1100,14.3%,-1.1%,i,0.7
Fc1ccc(OCc2nc3ccccc3s2)cc1,9.9,-4.8,4.1%,-11.0%,6.8%,i,45.6,4.0,797,3.9%,-0.2%,i,0.2
CCCCCOC(=O)c1ccc(NC(=O)c2ccco2)cc1,70.5*,0.8*,u,-7.3%,-1.4%,i,32.3,x,x,0.2%,x,i,0.8
Cc1oc2c(C)c(O)ccc2c(=O)c1N1C(=O)c2ccccc2C1=O,-7.0,-22.8,1.4%,-10.0%,4.8%,i,44.1,1.9,877,9.4%,0.8%,i,0.4
O=C(NCc1ccncc1)c1nc(-c2cccs2)no1,0.4,-0.6,-2.0%,-7.5%,9.9%,i,61.6,-2.7,1087,-4.4%,-0.4%,i,0.7
O=C(Cc1ccc(Br)cc1)Nc1ncc([N+](=O)[O-])s1,x,x,11.8%,-4.6%,28.0%,i,30.2,-0.1,1326,10.9%,-0.3%,i,0.8
Cc1cc(C)c(NC(=O)CS(=O)CC(=O)N2CCN(c3ccc(F)cc3)CC2)c(C)c1 (centres undefined),-14.2,9.7,1.9%,13.8%,9.9%,x,x,-5.2,1000,1.4%,-0.5%,i,2.2
Cc1sc2ncn(CCn3cnc4sc(C)c(C)c4c3=O)c(=O)c2c1C,1.5,1.7,1.8%,-4.4%,0.5%,i,27.0,1.1,993,5.4%,-0.7%,i,0.7
Brc1cc2c(cc1/C=N/Nc1nc3ccccc3s1)OCO2,0.1,-1.9,4.1%,-2.3%,1.0%,i,26.8,x,x,5.9%,0.6%,i,0.6
CCN(CC)S(=O)(=O)c1cccc(C(=O)N/N=C/c2ccc(OC)c(O)c2)c1,-0.2,-16.9,2.1%,-1.2%,29.1%,i,50.8,-1.4,990,76.7µM*,-0.4%,i,1.2
CCC(=O)N1CCN(c2ccc(Cl)cc2NC(=O)c2ccc3c(c2)OCCO3)CC1,11.0,-2.2,3.9%,-10.5%,4.8%,i,50.3,-0.5,1034,5.5%,0.5%,i,1.2
CCCc1cc(=O)[nH]c(NCCc2ccccc2)n1,x,x,7.9%,1.3%,6.8%,i,59.4,x,x,17.7%,-1.5%,i,0.5
COc1ccc(-n2c(C)cc(/C=C3\SC(=S)NC3=O)c2C)cc1,-8.7,6.5,5.8%,-4.2%,28.9%,i,49.3,-2.3,1095,11.5%,0.3%,i,0.4
CNC(=O)c1cc(C(=O)c2ccc(F)cc2C(F)(F)F)c[nH]1,x,x,0.1%,8.8%,6.9%,+,x,x,x,x,-1.2%,i,0.4
CC(Nc1nc(-c2ccccc2F)nc2ccccc12)c1ccccc1 (centres undefined),x,x,6.0%,0.0%,8.6%,i,51.9,x,x,8.6%,-1.5%,i,0.6
COc1ccc(NC(=O)C(CC(=O)O)Cc2ccc(Br)cc2)cc1 (centres undefined),x,x,0.1%,-7.2%,0.1%,i,51.7,x,x,3.0%,0.1%,i,0.5
COc1ccc(NC(=O)CSCC(=O)N(C)Cc2cccc(OC)c2OC)cc1,x,x,-0.1%,4.2%,8.7%,i,21.1,x,x,11.1%,x,i,0.5
Cc1ccc(C(=O)NCCc2nnc3ccc(SCC(=O)Nc4cc(C)on4)nn23)cc1,-5.0,-10.9,1.9%,-3.3%,-2.0%,i,41.7,-1.9,1089,7.3%,-0.4%,i,0.2
O=C(CN1C(=O)NC2(CCCC2)C1=O)c1ccc(Cl)s1,x,x,-0.3%,7.1%,12.1%,i,42.9,x,x,4.2%,x,i,0.7
CC(=O)c1ccc(NC(=O)c2ccc(NC(=O)CCS(=O)(=O)c3cccs3)cc2)cc1,-19.6,-11.6,2.1%,-5.2%,7.3%,i,43.3,-5.9,1103,10.2%,-0.7%,i,0.2
COc1ccc(NC(=O)c2sc3nc(N4CCOCC4)c4c(c3c2N)CCCC4)c(OC)c1,x,x,0.6%,-4.2%,16.2%,i,55.2,x,x,7.0%,-0.9%,i,0.5
COC(=O)c1c(NC(=O)COC(=O)c2ccccn2)sc(C)c1C,x,x,2.3%,-3.2%,11.7%,i,49.3,x,x,4.4%,x,i,0.8
CC(C)(C)c1cc2ncnc(N3CCCCC3)c2s1,x,x,15.3%,-1.3%,5.1%,i,23.6,x,x,9.8%,-0.3%,i,0.5
COc1ccc2c(c1OC)C(=O)OC2Nc1nc(-c2cc3ccccc3oc2=O)cs1 (centres undefined),31.3,34.1,15.8%,15.0%,23.4%,i,11.7,1.6,1041,14.2%,-0.6%,i,0.6
Cc1cc(C)cc(N(CC(=O)NCC2CCCO2)C(=O)CCC(=O)Nc2cc(C)on2)c1 (centres undefined),99.0*,97.3*,1.2%,2.9%,-1.8%,i,29.8,-4.8,961,-7.2%,x,i,1.7
COC(=O)CSc1nnc(COc2cccc3ccccc23)o1,x,x,-0.5%,3.5%,0.1%,i,33.7,x,x,-0.1%,-0.4%,i,0.5
Cc1ccc(C(C)C)c(OCCNCCc2ccccc2)c1,x,x,15.5%,-0.1%,4.8%,i,62.4,x,x,13.9%,-0.6%,i,0.2
CCc1nnc(NS(=O)(=O)c2ccc(N/C=C(\C=O)c3nc4cc(Cl)ccc4o3)cc2)s1,-12.8,-15.1,1.4%,-19.4%,1.5%,i,35.6,0.1,1515,17.3%,0.2%,i,1.2
COc1ccccc1Nc1nc(-c2sc(NC(=O)CC(C)C)nc2C)cs1,2.6,0.2,13.1%,-1.1%,20.1%,i,39.0,2.9,809,4.3%,-0.9%,i,0.1
CCN1CCN(CCCN(Cc2ccco2)C(=S)Nc2ccc(Cl)cc2)CC1,2.6,7.8,2.4%,-7.5%,13.5%,i,40.4,0.2,1110,1.0%,-1.2%,i,0.2
CCCCP(=O)(CCCC)c1ccccc1C(=O)O,1.6,-15.8,-0.7%,-5.2%,0.1%,i,47.3,0.9,1175,6.7%,0.1%,i,0.5
CC1CCc2sc(C(=O)NCc3ccc(F)cc3)cc2C1 (centres undefined),30.8,6.2,21.8%,-1.1%,2.9%,i,10.2,x,x,5.5%,-0.3%,i,2.6
Cc1ccc(CS(=O)(=O)Cc2ccc(C(=O)NCCCN3CC(C)CC(C)C3)o2)cc1 (centres undefined),x,x,-1.6%,4.8%,-11.3%,i,27.0,x,x,3.2%,-0.3%,i,0.0
